UPR XBP1 act – activators of adaptive arm of unfolded protein response (XBP1). CHO-XBP1 luciferase reporter, IRE1-XBP1 UPR activation, luminescence; percent of tunicamycin response, DMSO as zero. activation, % at 20 µM. 330,000 compounds, 0.33% hits. AID 463104;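 active means versus positive control, 20 µM dose yields 30% or more activation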;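 further: 100% = tunicamycin at 10 µg/mL and 0% = DMSO only wells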
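Signal: luciferase luminescence; Assay system: CHO-XBP1 luciferase reporter cells; Amount: one thousand reporter cells per well; Dosing: 20 µM single concentration, DMSO 1%; Benchmarks: high control tunicamycin 10 µg/mL final, low control DMSO vehicle only; Schedule: 6 h compound exposure at 37 °C, 5% CO2; Evaluation: percent activation relative to tunicamycin reference.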
EBI2 block – EBI2 (human) antagonism; 360,000 compounds, 0.81% hits; inhibition, % at 5 µM; EBI2 beta-arrestin recruitment, luminescence, 7a,25-OHC stimulated; P32249; in the data active means inhibition above about 38%;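 further: enzyme fragment complementation signal reports receptor beta-arrestin coupling in cells; 0% = agonist plus DMSO wells and 100% = wells without agonist; some results beyond the cut were filed as inactive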
CHOP UPR activ – activators of apoptotic arm of unfolded protein response (CHOP); 330,000 compounds, 0.34% hits; CHO-CHOP luciferase reporter, UPR activation, luminescence; percent of tunicamycin response over DMSO baseline; activation, % at 10 µM;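 active means at 10 µM dose, activation of 40% or more, normalized to positive control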;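 further: 100% = tunicamycin at 10 µg/mL and 0% = DMSO alone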
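System: CHO-CHOP luciferase reporter cell line | Buffer or medium: F12 medium containing 10% fetal bovine serum | Doses: One dose, 10 µM in 0.5% DMSO | Times: 6 h compound exposure at 37 °C after overnight seeding | Signal: Luciferase luminescence | Read-out: % activation vs tunicamycin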
APJ agonist – agonists of human APJ apelin receptor. 330,000 compounds, 0.11% hits. AID 2520. CHO-K1 APJ PathHunter beta-arrestin, luminescence; 0% DMSO wells, 100% apelin. activation, % at 20 µM. P35414;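 active means activation more than six SD over the plate average, tested at 20 µM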;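 further: 0% = DMSO alone and 100% = apelin-13 at 10 nM; some results filed as inactive read as strong as hits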
Target sequence (P35414 whole entry, looked up): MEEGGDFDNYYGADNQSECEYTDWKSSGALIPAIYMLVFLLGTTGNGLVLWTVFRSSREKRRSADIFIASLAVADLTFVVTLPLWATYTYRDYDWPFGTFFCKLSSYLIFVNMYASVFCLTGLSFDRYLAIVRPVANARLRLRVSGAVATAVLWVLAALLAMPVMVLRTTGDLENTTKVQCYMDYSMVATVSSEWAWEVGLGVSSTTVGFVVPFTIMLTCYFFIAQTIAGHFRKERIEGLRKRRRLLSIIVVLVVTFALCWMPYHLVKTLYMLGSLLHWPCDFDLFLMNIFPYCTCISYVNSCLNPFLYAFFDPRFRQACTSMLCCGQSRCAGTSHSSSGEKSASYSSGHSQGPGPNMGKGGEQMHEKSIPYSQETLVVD
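Test system: CHO-K1 APJ beta-arrestin complementation cell line. Amount: cell density 1000 per well. Controls: DMSO negative, 10 nM Apelin-13 positive. Signal: luminescent beta-gal fragment complementation, chemiluminescent substrate. Read-out basis: agonist-driven arrestin binding to APJ. Timing: compound stimulation 90 min at 25 °C, detection 60 min.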
APJ antagonist – blocks the human apelin receptor APJ; inhibition, % at 20 µM; AID 2521; P35414; 330,000 compounds, 0.32% hits; CHO-K1 APJ beta-arrestin complementation, luminescence;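 active means inhibition above about 40% at 20 µM, limit read from the data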;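 further: cells challenged with 10 nM apelin-13 agonist together with compound; plate controls were apelin-13 plus DMSO wells for no effect and DMSO wells lacking apelin-13 for full effect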
Mdm2 MdmX PPI – disrupts the human Mdm2-MdmX interaction; O15151+Q00987; SaOS-2 split-luciferase Mdm2/MdmX complementation, luminescence; inhibition, % at 8 µM; 330,000 compounds, 3% hits; AID 485346;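 active means inhibition of at least 50% at 8 µM in the primary screen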
tim23-1 inh – inhibits growth of tim23-1 mutant yeast. inhibition, % at 20 µM. AID 463212. S. cerevisiae tim23-1 growth, BacTiter-Glo luminescence, 24 h. 330,000 compounds, 1.3% hits;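 active means growth inhibition of the mutant yeast at or above 50%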;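 further: temperature-sensitive mutant grown at 25 °C; plate controls were DMSO-treated mutant yeast for no effect and medium wells lacking yeast for full effect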
CXCR6 block – blocks human CXCR6 beta-arrestin recruitment; O00574; CHO-K1 PathHunter CXCR6 beta-arrestin, luminescence; inhibition, % at 20 µM; 360,000 compounds, 0.36% hits; in the data active means inhibition above about 34%, passing the limit was not always enough;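 further: antagonist mode with CXCL16 agonist at 10 nM final; 0% = 10 nM CXCL16 with DMSO and 100% = unstimulated wells without agonist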
Target sequence (O00574 whole entry, looked up): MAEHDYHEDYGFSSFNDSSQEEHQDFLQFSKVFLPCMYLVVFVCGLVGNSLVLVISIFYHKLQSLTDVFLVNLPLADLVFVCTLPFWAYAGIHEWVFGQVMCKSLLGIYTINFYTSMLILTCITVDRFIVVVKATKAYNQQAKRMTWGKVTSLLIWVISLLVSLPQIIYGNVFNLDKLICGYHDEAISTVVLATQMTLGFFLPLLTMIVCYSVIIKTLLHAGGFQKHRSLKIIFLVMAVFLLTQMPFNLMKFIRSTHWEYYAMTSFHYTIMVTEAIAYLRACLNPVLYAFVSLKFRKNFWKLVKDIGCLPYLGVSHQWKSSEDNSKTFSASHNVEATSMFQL
CCR6 antagonist – CCR6 (human) receptor antagonism. P51684. AID 493098. CHO-K1 CCR6 PathHunter beta-arrestin, luminescence, CCL20-stimulated. 340,000 compounds, 0.49% hits. inhibition, % at 20 µM;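 active means compounds whose inhibition of the agonist-driven luminescence signal at 20 µM reaches about 50%, limit read from the data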;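 further: cells stimulated with CCL20 at 14 nM final; plate controls were DMSO with CCL20 for no effect and DMSO without agonist for full effect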
Target sequence (P51684 whole entry, looked up): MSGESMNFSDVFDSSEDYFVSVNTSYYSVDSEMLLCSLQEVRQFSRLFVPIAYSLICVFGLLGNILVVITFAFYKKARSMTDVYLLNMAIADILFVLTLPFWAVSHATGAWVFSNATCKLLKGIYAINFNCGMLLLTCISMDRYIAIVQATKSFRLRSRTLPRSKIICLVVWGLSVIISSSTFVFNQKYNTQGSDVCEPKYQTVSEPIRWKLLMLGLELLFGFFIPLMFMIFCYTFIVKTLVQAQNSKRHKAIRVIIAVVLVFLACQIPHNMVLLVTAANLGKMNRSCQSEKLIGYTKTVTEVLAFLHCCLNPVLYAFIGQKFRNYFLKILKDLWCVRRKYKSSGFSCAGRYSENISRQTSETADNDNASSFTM
Active calls of the source: *; / = no result given.

nr | Compound | UPR XBP1 act | EBI2 block | CHOP UPR activ | APJ agonist | APJ antagonist
1 | CN(C)c1ccc(C(CN)c2c[nH]c3ccccc23)cc1 (stereo unspecified) | -6 | 4 | 2.0 | -2 | -11
2 | C=C1CCN([C@@H](C)C(=O)NCc2ccc(OC)cc2)S(=O)(=O)c2ccccc21 | 1 | 0 | 1.2 | -1 | 2
3 | O=C(O)Cn1c(CC(=O)N2CCCC2)nc2ccccc21 | -2 | -7 | -0.6 | -4 | -8
4 | COc1ccc(S(=O)(=O)Nc2ccccc2C(=O)NN2CCOCC2)cc1OC | -1 | 3 | 2.2 | -3 | -4
5 | Cc1[nH]nc2c1C(c1cccs1)C(C#N)=C(N)O2 (stereo unspecified) | 1 | -15 | -0.5 | -2 | 7
6 | Cc1ncoc1C(=O)Nc1ccccc1-c1ccccc1 | 5 | -1 | 0.9 | -3 | -10
7 | CC(C)NS(=O)(=O)c1ccc(NCCCn2ccnc2)c([N+](=O)[O-])c1 | -3 | 4 | -1.6 | 0 | -29
8 | CCOC(=O)c1c(C)nc2sc3c(=O)n(-c4ccc(C(C)=O)cc4)nnc3c2c1-c1ccc(Cl)cc1 | -1 | -18 | 4.3 | -4 | 2

nr | Mdm2 MdmX PPI | tim23-1 inh | CXCR6 block | CCR6 antagonist
1 | -25 | 22 | -5 | 0
2 | 8 | 24 | 6 | 4
3 | 17 | -15 | 0 | -19
4 | 10 | -9 | -10 | 0
5 | 9 | -2 | -9 | -6
6 | -18 | 3 | 4 | -8
7 | 2 | -12 | 4 | 6
8 | 72* | 7 | 2 | 21

New compounds follow:
nr | Compound | UPR XBP1 act | EBI2 block | CHOP UPR activ | APJ agonist | APJ antagonist
9 | CCCN(CCC)CCCNC(=O)c1cn(CC)c2ccc(S(=O)(=O)N3CCOCC3)cc2c1=O | -11 | -1 | -0.2 | -7 | -27
10 | COc1cc(C(=O)NCc2ccc(OCCN(C)C)cc2)cc(OC)c1OC | -8 | -4 | -2.1 | -6 | -3
11 | CCOC(=O)C1CCCN(C(=O)c2cc(=O)c3ccccc3o2)C1 (stereo unspecified) | 1 | 3 | -0.4 | -2 | 13
12 | S=C(Nc1ccc(Nc2ccccc2)cc1)NC1CCCCCC1 | 0 | 22 | 2.8 | 0 | 8
13 | N#Cc1ccc(C(=O)Nc2nnc(-c3ccccn3)o2)cc1 | -3 | -3 | 2.1 | -3 | 10
14 | Cc1ccc(N2CC(C(=O)Nc3ccc(S(=O)(=O)NCC4CCCO4)cc3)CC2=O)cc1C (stereo unspecified) | 0 | 38 | -1.9 | -1 | 9
15 | CC(C)(C)c1ccc(C(=O)NCC(=O)N2CCCC2)cc1 | 2 | 5 | 2.5 | -2 | -3
16 | COc1ccc(NC(=O)CSc2ccc([N+](=O)[O-])cc2)cc1S(=O)(=O)N1CCOCC1 | -1 | -8 | 0.1 | 1 | -10

nr | Mdm2 MdmX PPI | tim23-1 inh | CXCR6 block | CCR6 antagonist
9 | 6 | -15 | -4 | 6
10 | 38 | 7 | 4 | 2
11 | -5 | 24 | -4 | -1
12 | 39 | 6 | 2 | 19
13 | 0 | 14 | 5 | 0
14 | 6 | 9 | 4 | 4
15 | -10 | 15 | 0 | -2
16 | -10 | -4 | 0 | 14

Following part:
nr | Compound | UPR XBP1 act | EBI2 block | CHOP UPR activ | APJ agonist | APJ antagonist
17 | O=C(NC1CCCCC1)NC1(C(=O)NCCCN2CCOCC2)CCCCC1 | -2 | 4 | -0.1 | 0 | 12
18 | CC(=O)Nc1cccc(/C(C)=N/NC(=O)c2ccccc2Cl)c1 | 3 | -1 | -0.9 | -3 | -7
19 | Cc1ccccc1-n1nnnc1SCC(=O)N(C)C1CCS(=O)(=O)C1 (stereo unspecified) | 1 | -10 | 1.8 | -3 | 15
20 | COc1cccc(-c2ccc(C#N)c(SCC(=O)NCCc3ccc(Cl)cc3)n2)c1 | 4 | -3 | 4.1 | 9 | -26
21 | COc1ccccc1N1CCN(Cc2nc(N)nc(Nc3ccccc3)n2)CC1 | -1 | 0 | -1.1 | 4 | 1
22 | Cc1ccc(C(=O)NCC(=O)OCc2nnc(-c3ccc([N+](=O)[O-])cc3)o2)s1 | 1 | -6 | -1.2 | 1 | -55
23 | CCCC(=O)Nc1ccc2oc(-c3ccncc3)nc2c1 | 3 | -11 | 1.1 | 2 | -9
24 | Cc1nnc(SCC(=O)Nc2ncc3c(n2)CCCC3=O)s1 | 0 | -2 | 0.7 | -5 | 11

nr | Mdm2 MdmX PPI | tim23-1 inh | CXCR6 block | CCR6 antagonist
17 | 6 | 6 | 5 | -4
18 | -23 | 7 | -3 | 5
19 | -7 | -7 | -13 | 13
20 | 46 | -21 | 9 | 1
21 | 13 | 11 | -9 | 4
22 | 10 | 8 | -20 | -9
23 | -29 | 18 | 2 | -8
24 | -2 | 11 | -9 | -18

More results
nr | Compound | UPR XBP1 act | EBI2 block | CHOP UPR activ | APJ agonist | APJ antagonist
25 | CCN(C(=O)c1cn(C)c(=O)c2ccccc12)c1ccccc1F | -4 | 3 | -1.5 | -2 | -17
26 | O=C(COc1ccccc1)N1CCN(S(=O)(=O)c2ccc(Br)cc2)CC1 | -6 | 64* | 3.6 | 2 | 8
27 | CCOc1ccc(S(=O)(=O)NCc2ccc(OC)cc2)c2cccnc12 | -1 | -7 | 1.7 | -3 | -1
28 | Cc1cc(NC(=O)c2n[nH]c(=O)c3ccccc23)ccc1Br | 2 | / | 7.8 | -2 | 9
29 | O=C(c1ccc(CS(=O)(=O)Cc2ccc(Cl)cc2)o1)N1CCCC1 | -2 | 1 | -0.9 | -5 | -20
30 | COc1ccc(C(CCN)Cc2ccccc2)cc1 (stereo unspecified) | 3 | -6 | 0.7 | -4 | 3
31 | N#C/C(=C/c1cn(-c2ccccc2)nc1-c1cccc(OCc2ccccc2)c1)C(=O)NCCCn1ccnc1 | 0 | 29 | 4.7 | -2 | 2
32 | O=C(NCc1ccccc1)C1CCCN(S(=O)(=O)c2ccc(F)cc2)C1 (stereo unspecified) | -4 | -24 | -0.5 | 2 | -9

nr | Mdm2 MdmX PPI | tim23-1 inh | CXCR6 block | CCR6 antagonist
25 | 21 | -4 | -2 | 6
26 | -7 | 28 | 1 | 16
27 | -7 | 6 | 4 | 10
28 | -2 | -4 | / | 6
29 | 22 | -3 | 1 | -12
30 | -2 | 8 | 0 | 10
31 | 28 | 27 | 9 | 16
32 | 12 | -5 | -1 | 6

Continued:
nr | Compound | UPR XBP1 act | EBI2 block | CHOP UPR activ | APJ agonist | APJ antagonist
33 | CC(=O)c1sc(NC(=O)C2CCN(C(=O)c3ccccc3C)CC2)nc1-c1ccccc1 | 0 | 9 | 0.4 | -7 | -42
34 | CN(C)c1cccc(C(=O)Nc2cccc(S(=O)(=O)NC3=NCCC3)c2)c1 | 0 | 9 | 2.9 | 0 | 19
35 | CCOC(=O)c1c(-c2ccc(C)o2)csc1NC(=O)CSc1nnc(C)s1 | 2 | 1 | -0.5 | -2 | -29
36 | COc1ccc(S(=O)(=O)N2CCN(C)CC2)c2ccccc12 | -3 | 4 | 0.0 | -3 | 12
37 | CN(C)S(=O)(=O)N1CCC(Oc2cccc(C(=O)N3CCSCC3)c2)CC1 | 1 | -5 | 1.4 | -1 | -4
38 | O=c1oc2c3c4c(cc2c(C(F)(F)F)c1CCN1CCOCC1)CCCN4CCC3 | 8 | 6 | 1.0 | -2 | 7
39 | COc1ccc(OC)c(NC(=O)c2ccc(CN(c3cc(Cl)ccc3C)S(=O)(=O)c3ccccc3)cc2)c1 | -6 | 5 | -0.6 | 1 | 0
40 | Nc1ccccc1C(=O)Nc1nccs1 | 3 | 3 | 2.0 | -4 | 12

nr | Mdm2 MdmX PPI | tim23-1 inh | CXCR6 block | CCR6 antagonist
33 | 23 | 19 | 4 | 16
34 | 19 | -2 | 6 | 20
35 | 26 | 27 | 31 | 27
36 | 0 | -3 | -9 | 4
37 | 20 | 34 | 3 | 4
38 | -2 | 22 | -3 | 7
39 | 14 | -12 | -8 | -2
40 | 13 | -8 | 0 | 10

Quoted at random: four compounds from above
nr | Compound | UPR XBP1 act | EBI2 block | CHOP UPR activ | APJ agonist | APJ antagonist
34 | CN(C)c1cccc(C(=O)Nc2cccc(S(=O)(=O)NC3=NCCC3)c2)c1 | 0 | 9 | 2.9 | 0 | 19
33 | CC(=O)c1sc(NC(=O)C2CCN(C(=O)c3ccccc3C)CC2)nc1-c1ccccc1 | 0 | 9 | 0.4 | -7 | -42
37 | CN(C)S(=O)(=O)N1CCC(Oc2cccc(C(=O)N3CCSCC3)c2)CC1 | 1 | -5 | 1.4 | -1 | -4
38 | O=c1oc2c3c4c(cc2c(C(F)(F)F)c1CCN1CCOCC1)CCCN4CCC3 | 8 | 6 | 1.0 | -2 | 7

nr | Mdm2 MdmX PPI | tim23-1 inh | CXCR6 block | CCR6 antagonist
34 | 19 | -2 | 6 | 20
33 | 23 | 19 | 4 | 16
37 | 20 | 34 | 3 | 4
38 | -2 | 22 | -3 | 7

Next part.
nr | Compound | UPR XBP1 act | EBI2 block | CHOP UPR activ | APJ agonist | APJ antagonist
41 | COC(=O)C(C)Oc1cc(OC(C)C(=O)OC)c2c(-c3ccccc3)cc(=O)oc2c1 (stereo unspecified) | 7 | 4 | 1.4 | -2 | 0
42 | CCN(C(=O)CSc1nnc(NC2CCCCC2)s1)C1CCS(=O)(=O)C1 (stereo unspecified) | 0 | -14 | -0.8 | -3 | 22
43 | O=C(c1ccc(CS(=O)(=O)c2ccc(Br)cc2)o1)N1CCN(c2ncccn2)CC1 | -5 | 0 | 1.0 | -3 | -14
44 | O=C(NCCCN1CCOCC1)c1cc(-c2ccccc2F)no1 | 3 | 2 | 7.2 | 2 | -24
45 | COc1ccc(C2=CSC3=NCCN23)cc1Br | -1 | 5 | -1.7 | 0 | -4
46 | Cc1ccc(C(=O)Nc2ccccc2N2CCCCC2)o1 | -2 | 3 | -0.1 | -5 | 15
47 | CCc1ccc(-c2csc3ncn(CC(=O)NCc4ccco4)c(=O)c23)cc1 | -2 | 1 | -0.3 | -2 | 9
48 | O=C1CN(C(=O)COC(=O)c2cccs2)c2ccccc2N1 | -1 | 0 | -1.4 | -4 | -3
49 | Cc1ccc(OC(C)C(=O)N2CC(=O)Nc3ccccc32)c(C)c1 (stereo unspecified) | -1 | 4 | 1.7 | -2 | 0
50 | COc1ccccc1NC(=S)N(CCN(C)C)C(C)c1ccncc1 (stereo unspecified) | -2 | -1 | -0.6 | -2 | 1

nr | Mdm2 MdmX PPI | tim23-1 inh | CXCR6 block | CCR6 antagonist
41 | -16 | 27 | 0 | 20
42 | 10 | 12 | 2 | 3
43 | 19 | 19 | 2 | -12
44 | -32 | -3 | 2 | -10
45 | 37 | 0 | 16 | 1
46 | -11 | 50 | 12 | 18
47 | 22 | 26 | -12 | 4
48 | -15 | 1 | -5 | -5
49 | 2 | -1 | 3 | 16
50 | -3 | 2 | 1 | 2

Screens from PubChem.

A portion of the library, so the mix of outcomes need not match the whole.
